Screening data as filed in PubChem BioAssay.
NPC1 prom act: qHTS Assay for NPC1 Promoter Activators. Huh7 NPC1 promoter luciferase reporter, 24 h. Potency, µM (top dose mostly 9.22 µM), inactives show at the highest dose activation, hits mostly activators. hit rate 2.4% among 320,000. AID 485313, 2010;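 further: potency means the concentration at half of the fitted maximal effect; % of control where 0% means no effect; nearly all actives have a fitted effect of over 60% in size; reporter is driven by a mutant NPC1 promoter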
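Luminescence read-out of NPC1 promoter-driven luciferase in stably transfected Huh7 cells; compounds delivered in DMSO and left 24 h at 37C, 5% CO2, qHTS titration format.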
Tb PFK block: qHTS Assay to Find Inhibitors of T. brucei phosphofructokinase. T. brucei PFK, ADP-Glo luminescence. Potency, µM (doses to about 57.5 µM), for the others: top-dose activity, negative = inhibition, hits mostly inhibitors. hit rate 0.17% among 330,000. AID 485367, 2010;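 further: potency means the concentration at half of the fitted maximal effect; 0% = uninhibited 1x PFK enzyme wells and -100% = no-enzyme wells; nearly all actives have a fitted effect of over 60% in size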
Target sequence (O15648 whole entry, looked up): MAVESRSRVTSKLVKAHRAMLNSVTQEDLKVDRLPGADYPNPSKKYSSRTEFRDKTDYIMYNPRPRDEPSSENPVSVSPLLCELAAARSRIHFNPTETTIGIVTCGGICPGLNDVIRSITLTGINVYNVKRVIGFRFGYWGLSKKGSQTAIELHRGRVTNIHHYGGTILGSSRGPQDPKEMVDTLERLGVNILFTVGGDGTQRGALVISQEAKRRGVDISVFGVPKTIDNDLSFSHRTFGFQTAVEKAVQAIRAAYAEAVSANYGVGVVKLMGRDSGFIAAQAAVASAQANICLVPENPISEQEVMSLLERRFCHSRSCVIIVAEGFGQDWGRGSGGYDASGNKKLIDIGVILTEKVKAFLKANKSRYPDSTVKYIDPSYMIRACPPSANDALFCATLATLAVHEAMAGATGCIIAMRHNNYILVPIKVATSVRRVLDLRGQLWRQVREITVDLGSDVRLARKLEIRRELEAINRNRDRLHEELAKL
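1.25 nM PFK with 0.5 mM F6P and 0.1 mM ATP in 0.1 M TEA pH 8.0, 5 mM MgCl2, incubated 45 min at room temperature; ADP measured by ADP-Glo luminescence; compounds titrated up to 57 uM.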
ELG1 DNA repair: qHTS screen for small molecules that inhibit ELG1-dependent DNA repair in human embryonic kidney (HEK293T) cells expressing luciferase-tagged ELG1; HEK293T ELG1-luciferase reporter, luminescence, 16 h; DNA damage induced by 5-fluorouridine; Potency, µM (titrated, usually from 46.1 µM), for inactives: at the top dose activity change, negative = inhibition, most hits filed as inhibitors; hit rate 2.3% among 330,000; AID 504467, 2011; further: potency means the concentration at half of the fitted maximal effect; on the % scale 0 is the no-effect control and ±100 the full control effect; nearly all actives have a fitted effect of over 55% in size
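HEK293T cells expressing luciferase-tagged ELG1 (2,000/well) received 5-Fluorouridine plus compound or DMSO for 16 hr at 37 °C. Luciferase was read by ONE-Glo luminescence after 30 min at room temperature.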
Rab9 prom act: qHTS Assay for Rab9 Promoter Activators. Huh7 Rab9 promoter-luciferase reporter, luminescence, 24 h. Potency, µM (series often up to 9.22 µM), for the others: top-dose activation, negative = inhibition, most hits filed as activators. hit rate 2.8% among 320,000; further: potency means the concentration at half of the fitted maximal effect; % of control where 0% means no effect; nearly all actives have a fitted effect of over 60% in size
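Using Huh7 cells stably transfected with Rab9 promoter–luciferase, compounds were incubated 24 h at 37 °C, 5% CO2; luciferase luminescence was read 10 min after reagent addition.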
RORg inh: qHTS for inhibitors of ROR gamma transcriptional activity; AID 2551, 2010; Drosophila S2 Gal4-RORgamma UAS-luciferase reporter, 20 h; Potency, µM (doses to about 53.6 µM), inactives show at the highest dose activity change, negative = inhibition, usual class: inhibitors; hit rate 5.4% among 310,000; further: potency means the concentration at half of the fitted maximal effect; on the % scale 0 is the no-effect control and ±100 the full control effect; nearly all actives have a fitted effect of over 60% in size
Target sequence (P51450 whole entry, looked up, the tested form may be a part): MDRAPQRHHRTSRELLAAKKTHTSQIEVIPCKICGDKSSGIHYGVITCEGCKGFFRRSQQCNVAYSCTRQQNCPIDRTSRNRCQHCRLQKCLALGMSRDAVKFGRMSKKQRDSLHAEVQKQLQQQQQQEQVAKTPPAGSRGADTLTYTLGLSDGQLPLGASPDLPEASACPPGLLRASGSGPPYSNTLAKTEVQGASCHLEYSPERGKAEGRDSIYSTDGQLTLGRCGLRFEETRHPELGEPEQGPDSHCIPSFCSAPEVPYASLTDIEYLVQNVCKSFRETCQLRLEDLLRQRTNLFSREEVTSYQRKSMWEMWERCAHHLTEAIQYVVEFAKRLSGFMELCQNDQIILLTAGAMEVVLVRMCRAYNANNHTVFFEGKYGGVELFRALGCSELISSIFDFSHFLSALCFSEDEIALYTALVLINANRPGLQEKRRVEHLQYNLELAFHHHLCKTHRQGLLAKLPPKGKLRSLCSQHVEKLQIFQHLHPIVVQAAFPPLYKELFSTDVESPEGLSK
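Stably transfected Drosophila Schneider cells are the test system, with ROR gamma fused to Gal4 and luciferase under UAS control; luminescence is read after 20 hr of 700 uM copper sulfate induction at ambient temperature.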
p53 reactivator: qHTS assay for re-activators of p53 using a Luc reporter; Potency, µM (top dose mostly 92.2 µM), without a hit: at the top dose activity change, positive = activation, actives largely listed as activators; hit rate 0.063% among 320,000; H1299 p53-A138V BP100-luciferase reporter, luminescence, 24 h; further: potency means the concentration at half of the fitted maximal effect; % of control where 0% means no effect; nearly all actives have a fitted effect of over 45% in size
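H1299 (p53-null), stable ts p53-A138V + BP100-Luc; 1000 cells/well, Opti-MEM/10% FBS; cpd 4 pt, 1:5; 24 h, 37 deg C, 5% CO2; detection reagent 10 min RT; luminescence.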
Gal4-VP16 FLuc: VP16 counterscreen qHTS for inhibitors of ROR gamma transcriptional activity | Drosophila S2 Gal4-VP16 UAS-luciferase, luminescence, 20 h | Potency, µM (doses to about 53.6 µM), without a hit: at the highest dose activity, negative = inhibition, usual class: inhibitors | hit rate 3.5% among 310,000;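 further: Gal4-VP16 expression switched on by copper sulfate through the metallothionein promoter; potency means the concentration at half of the fitted maximal effect; on the % scale 0 is the no-effect control and ±100 the full control effect; nearly all actives have a fitted effect of over 50% in size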
FLuc counter: qHTS profiling assay for firefly luciferase inhibitor/activator using purifed enzyme and Km concentrations of substrates (counterscreen for miR-21 project); AID 588342, 2011; Potency, µM (highest dose often 57.5 µM), for the others: at the highest dose activity change, negative = inhibition, usual class: inhibitors; hit rate 6.9% among 360,000; Luciferin 4-monooxygenase (Photinus pyralis), P08659; purified FLuc, Km substrates, luminescence inhibition;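 further: potency means the concentration at half of the fitted maximal effect; plate controls were vehicle for no effect and reference inhibitor for full effect; nearly all actives have a fitted effect of over 55% in size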
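Purified P. pyralis luciferase (10nM final) with 10uM D-luciferin and 10uM ATP (Km levels) in 50mM Tris acetate pH 7.5, 10mM Mg acetate, 0.01% Tween-20, 0.05% BSA; qHTS 6-point titration, ~60 µM downward; luminescence read.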
TRPV1 agonist: HTS Assay for Compounds that Act as Agonists of the Vanilloid Receptor 1. Transient receptor potential cation channel subfamily V member 1 (Homo sapiens), Q8NER1. TRPV1-expressing cells, Fluo-8 calcium influx, agonist mode. activation, % at 8.33 µM. hit rate 0.19% among 320,000. AID 540275, 2011; in the data active means activation above about 80%; inconclusive means between about 30% and that limit; further: 0% is about no effect
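Cells expressing TRPV1 were dye-loaded with Fluo-8 and read kinetically: 10 s baseline, 3 min after compound (agonist portion), then 2 min after EC20 capsaicin (allosteric enhancer portion). Calcium-bound dye fluorescence at 480/520 nm.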
ELG1 genotoxic: qHTS screen for small molecules that induce genotoxicity in human embryonic kidney (HEK293T) cells expressing luciferase-tagged ELG1. HEK293T ELG1-luciferase reporter, luminescence, 16 h. Potency, µM (top dose mostly 46 µM), for inactives: top-dose activity change, positive = activation, hits mostly activators. hit rate 1.3% among 330,000; further: potency means the concentration at half of the fitted maximal effect; % of control where 0% means no effect; nearly all actives have a fitted effect of over 60% in size
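16 hr compound incubation (37 °C, 5% CO2) of HEK293T cells carrying luciferase-tagged ELG1; luciferase then measured by ONE-Glo luminescence after 30 min at RT.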
BRCA1 expr act: qHTS Assay to Identify Small Molecule Activators of BRCA1 Expression. MCF7-BRCA1-FFLuc reporter, luminescence, 48 h; response scale: scaled: vehicle 0%, 10 µM genistein 100%. AID 624202, 2012. hit rate 1.1% among 380,000. Potency, µM (highest dose often 46.1 µM), inactives show at the highest dose activation, usual class: activators; further: potency means the concentration at half of the fitted maximal effect; nearly all actives have a fitted effect of over 80% in size; some results filed as inactive show a strong effect at the top dose
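MCF7 cells carrying a BRCA1-firefly luciferase reporter (2000 cells/well, phenol-red free MEM) were attached for 2 h at 37 °C, then given compounds for 48 h. Luminescence was read 15 min after luciferase reagent; activity normalized to genistein (10 microM) and DMSO.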
Active calls of the source: *; ? = inconclusive; nt = no result given; [ ] = remark or other dose. Unless noted, the call rests on the fitted dose curve; in most records, active means well fitted curve in the direction sought with a large enough effect; inconclusive means small, poorly fitted or top-dose-only effect, or another doubt; inactive means no such curve, though single readings can be large; an effect the other way counts as inactive or inconclusive.

Preview (2 entries):
mol	NPC1 prom act	Tb PFK block	ELG1 DNA repair	Rab9 prom act	RORg inh	p53 reactivator	Gal4-VP16 FLuc	FLuc counter	TRPV1 agonist	ELG1 genotoxic	BRCA1 expr act
COc1ccc2[nH]c(C)c(CCNc3ccc(C(F)(F)F)cc3[N+](=O)[O-])c2c1	-2%	1%	?	-1%	42%	8%	-11%	-1%	4	1%	-32%
CS(=O)(=O)C1=NSC2=NC(=O)/C(=C\c3ccc(-c4ccccc4)o3)C(=N)N21	4%	-15%	15%	5%	-1%	-8%	5%	12µM*	-1	4%	nt

This part in full, repeating the preview:
mol	NPC1 prom act	Tb PFK block	ELG1 DNA repair	Rab9 prom act	RORg inh	p53 reactivator	Gal4-VP16 FLuc	FLuc counter	TRPV1 agonist	ELG1 genotoxic	BRCA1 expr act
COc1ccc2[nH]c(C)c(CCNc3ccc(C(F)(F)F)cc3[N+](=O)[O-])c2c1	-2%	1%	?	-1%	42%	8%	-11%	-1%	4	1%	-32%
CS(=O)(=O)C1=NSC2=NC(=O)/C(=C\c3ccc(-c4ccccc4)o3)C(=N)N21	4%	-15%	15%	5%	-1%	-8%	5%	12µM*	-1	4%	nt
Cn1c(=O)c2c(nc(N3CCC(C(N)=O)CC3)n2CCSc2nc3ccccc3s2)n(C)c1=O	0%	0%	1%	0%	-1%	?	-2%	1%	3	1%	-8%
COc1ccc(C(=O)NC2CC2)cc1OC1CCN(C(C)CSC)CC1 (configuration not stated)	0%	2%	14%	-1%	-5%	9%	-1%	1%	7	2%	-25%
O=C(CCl)Nc1c[nH]c(=O)[nH]c1=O	-10%	-2%	-1%	-12%	-26%	-9%	-13%	1%	1	0%	-57%
CCOc1ccc(C2CC(=O)N(Nc3ccc([N+](=O)[O-])cc3[N+](=O)[O-])C2=O)cc1 (configuration not stated)	-3%	0%	-14%	-1%	37%	-2%	3%	-4%	nt	-1%	2%
COc1ccc(C(=O)Nc2c3c(nn2-c2ccc(Cl)cc2)CS(=O)(=O)C3)cc1	0%	-8%	-24%	-2%	-3%	-9%	-1%	1%	1	-6%	-30%
CCOC(=O)c1[nH]c2ccc(OC)cc2c1NC(=O)OC	1%	2%	?	0%	13%	-3%	3%	1%	0	-3%	-16%
COC(=O)c1ccc(CN2C(=O)NC3(CCCCC3)C2=O)cc1	?	-1%	?	?	23%	14%	9%	-1%	-3	15%	?
O=C(CN(C(=O)c1csnn1)c1cccc(C(F)(F)F)c1)NCCc1ccccc1	0%	1%	-1%	-8%	27%	6%	2%	2%	2	-4%	-7%
COc1ccc2nc(SCC(=O)Nc3ccc4sc(C)nc4c3)c(C#N)cc2c1	?	-4%	?	17%	?	13%	-2%[0.365 µM]	-2%	0	-1%	44%
O=C(Nc1cccc(OC(=O)c2ccc(Br)o2)c1)c1ccccc1	4%	1%	?	1%	23%	15%	-10%	?	?	?	80%
COC(=O)c1sc(N)c(C(=O)OC)c1COC(=O)C12CC3CC(CC(O)(C3)C1)C2	-2%	-1%	?	2%	-1%	-8%	-6%	1%	-1	3%	-13%
Cc1ccc(NC(=O)c2cccc(S(=O)(=O)N3CCCC3)c2)nc1	-1%	1%	?	-1%	nt	3%	nt	?	?	?	-1%
Cc1ccc(-c2cc(C(=O)N/N=C/C=C/c3ccccc3)n[nH]2)o1	-2%	29%	-13%	-5%	7.1µM*	-4%	20µM*	?	-1	-5%	0%
O=C(Cc1ccc(Cl)cc1)Nc1cccnc1	-1%	-27%	8%	0%	9%	nt	1%	4%	-4	1%	5%
CN(C)S(=O)(=O)c1cccc(NC(=O)c2ccc(NS(=O)(=O)c3cccs3)cc2)c1	nt	2%	-13%	nt	nt	-6%	nt	nt	nt	0%	12%
N#CC1=C2N=C(N)c3ccccc3N2C2=C(C(=O)CCC2)C1c1cccc(Cl)c1 (configuration not stated)	1%	1%	-9%	-2%	?	-3%	0%	0%	7	-2%	-76%
Cc1ccc(CCNC(=O)C2CCC(=O)N2CCc2ccccc2)cc1 (configuration not stated)	-3%	0%	0%	-4%	24%	2%	-7%	-1%	1	-4%	-17%
CCn1c(=N)n(CC(=O)C(C)(C)C)c2ccccc21	2%	-3%	16%	-4%	?	-6%	3.2µM*	-1%	2	-3%	-1%
Cc1ccccc1N(C(=O)Cc1cccs1)C(C(=O)NCC1CCCO1)c1cccnc1 (configuration not stated)	-2%	-1%	-3%	-3%	?	-3%	-2%	-3%	1	-1%	-21%
Cc1cc(C)c(S(=O)(=O)N/N=C/c2ccc3c(c2)OCO3)c(C)c1	-3%	8%	2%	0%	-24%	?	-14%	1%	-3	1%	-5%
COc1cc(Cl)c(CN2CCCC(CO)(Cc3ccccc3F)C2)cc1OC (configuration not stated)	1%	-4%	-27%	7%	-15%	8%	-5%	0%	10	0%	5%
Cc1c(C(=O)OCC(=O)NCc2ccco2)oc2ccccc12	0%	?	11%	-3%	nt	16%	nt	0%	8	-1%	2%
COc1cccc(N2CCN(C(=O)CC(NC(=O)c3ccccc3)c3ccccc3)CC2)c1 (configuration not stated)	1%	-3%	-5%	0%	nt	2%	nt	nt	6	1%	-12%
O=S(=O)(Cc1ccccc1)N1CCc2ccccc21	-5%	3%	11%	-2%	13%	6%	0%[0.365 µM]	-12%	11	-1%	nt
CC(Sc1ccccn1)C(=O)Nc1ccccc1 (configuration not stated)	1%	12%	?	17%	?	?	12%	-19%	3	13%	1%
COc1ccc(NC(=S)Nc2cccc3ccccc23)cc1OC	2%	0%	2%	-1%	?	5%	?	-5%	-11	-5%	-9%
CCN(CC)CC(O)CN(c1ccccc1)S(=O)(=O)c1ccc2ccccc2c1 (configuration not stated)	-1%	-2%	-5%	-1%	15%	-6%	-13%	3%	1	3%	-14%
CCCCC1=NN(C(=O)c2cccnc2)C(O)(C(F)(F)F)C1 (configuration not stated)	-4%	-2%	-5%	0%	10µM*	1%	?	5%	1	-5%	-7%
O=C(Nc1ccc(NC(=O)c2cccs2)cn1)c1ccco1	0.32µM*	23%	?	0.32µM*	11µM*	12%	-83%	?	11	?	74%
CN(C)c1nc(SCCOC(=O)Nc2ccccc2)nc(N(C)C)n1	-5%	0%	?	4%	23%	8%	-2%	3%	?	4%	-6%
O=C(Cc1ccccc1)Nc1ccc(NC(=O)c2ccco2)cc1Cl	2%	5%	4%	0%	?	-6%	20%	1%	-7	1%	-4%
CC(=O)N(Cc1ccc(F)cc1)C1=C(NCCc2ccccc2)C(=O)c2ccccc2C1=O	-11%	-3%	?	-13%	0%	-16%	?	0%	19	-37%[inhibitor]	-93%[inhibitor]
COc1cc(CC(NC(C)=O)C(=O)NC2CCN(C(=O)Nc3ccc(C)cc3)CC2)cc(OC)c1 (configuration not stated)	1%	1%	-4%	-3%	-26%	2%	-5%	-1%	1	2%	-9%
CCOC(=O)C1C(=O)CC(C)(O)C(C(=O)OCC)C1c1cc(Br)ccc1OC (configuration not stated)	0%	14%	7%	2%	5%	-8%	-5%	1%	10	-2%	-20%
COc1ccc(NC(=O)c2ccc(-n3cccn3)c([N+](=O)[O-])c2)cc1	1%	0%	-4%	-2%	17%	8%	10%	?	22	2%	-5%
